High-throughput results deposited in PubChem BioAssay by several laboratories.
DAX1 inh-1 – DAX1 (NR0B1) inhibitors, primary screen, cell-based, HEK293, Gal4-DAX1, luciferase luminescence. inhibition, % at 6.75 µM. hit rate 0.99% among 340,000. HEK293 Gal4-DAX1 luciferase reporter. AID 504766, 2011;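 active = inhibition above the mean over all tested compounds plus 3 SD, cut at about 4.2% in these data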;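 also: 0% = DAX1-transfected cells with DMSO and 100% = empty-vector control cells with DMSO; inhibition shows as a rise in luminescence from relieved DAX1 repression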
Target sequence (P51843 207-470 limits assumed): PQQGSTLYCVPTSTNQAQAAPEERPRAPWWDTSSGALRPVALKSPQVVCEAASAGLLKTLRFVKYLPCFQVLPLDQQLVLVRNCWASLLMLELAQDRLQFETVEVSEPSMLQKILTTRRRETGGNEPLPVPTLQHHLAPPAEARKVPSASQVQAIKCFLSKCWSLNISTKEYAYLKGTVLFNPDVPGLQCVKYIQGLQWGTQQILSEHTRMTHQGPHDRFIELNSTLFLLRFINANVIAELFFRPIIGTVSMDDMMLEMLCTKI
HGIII-sPLA2 inh – human group III sPLA2 inhibitors, primary screen, biochemical, QFRET, BODIPY PC-A2 liposome substrate; QFRET BODIPY PC-A2 liposome hydrolysis, fluorescence; inhibition, % at 12.2 µM; hit rate 0.56% among 370,000; AID 743126, 2013;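 active = inhibition above mean plus 3 SD of compounds lying within the high and low control bounds, cut at about 19% in these data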;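 also: 0% = median of test compound wells and 100% = no enzyme DMSO wells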
Target sequence (Q9NZ20 whole entry, looked up): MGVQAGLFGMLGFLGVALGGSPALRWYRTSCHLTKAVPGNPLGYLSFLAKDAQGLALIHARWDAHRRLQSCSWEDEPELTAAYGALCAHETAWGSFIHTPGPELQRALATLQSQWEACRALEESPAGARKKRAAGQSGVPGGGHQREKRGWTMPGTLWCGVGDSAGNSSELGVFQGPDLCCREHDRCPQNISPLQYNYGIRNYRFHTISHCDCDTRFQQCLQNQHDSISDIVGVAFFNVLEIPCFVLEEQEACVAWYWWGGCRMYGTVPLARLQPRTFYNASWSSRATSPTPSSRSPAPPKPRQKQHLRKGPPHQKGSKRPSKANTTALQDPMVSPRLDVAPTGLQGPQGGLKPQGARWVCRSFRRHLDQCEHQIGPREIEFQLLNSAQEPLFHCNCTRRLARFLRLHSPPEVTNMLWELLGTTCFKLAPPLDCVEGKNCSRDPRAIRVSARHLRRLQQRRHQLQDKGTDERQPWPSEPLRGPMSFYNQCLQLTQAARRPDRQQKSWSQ
NPR1 activator – GC-A stimulated cGMP production enhancers – HEK293 GC-A cells, cGMP TR-FRET, EC30 ANP, primary screen | 0% at EC30 ANP, 100% saturating ANP | AID 1671463, 2021 | Atrial natriuretic peptide receptor 1 (Homo sapiens), P16066 | hit rate 0.14% among 370,000 | activation, % at 10 µM; in the data active = activation above about 40%
GC-B act – human GC-B receptor activators, primary screen, HEK293 GC-B cells, cGMP TR-FRET, EC30 CNP. activation, % at 10 µM. Atrial natriuretic peptide receptor 2 (Homo sapiens), P20594. 0% at EC30 CNP, 100% saturating CNP. hit rate 0.11% among 370,000. AID 1920062, 2024;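 active = activation at 10 µM reaching about 35% in either raw or pattern-adjusted values, limit read from the data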
DAX1 inh-2 – DAX1 (NR0B1) inhibitors on StAR promoter, primary screen, cell-based, luminescence, SF-1 (NR5A1), full-length DAX-1 | HEK293T StAR-luciferase reporter, SF-1/DAX-1 repression relief | inhibition, % at 6.8 µM | hit rate 1.1% among 370,000 | AID 652010, 2013;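 active = inhibition above the mean over all tested compounds plus 3 SD, cut at about 3.6% in these data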;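 also: 0% = DAX-1 cells with DMSO and 100% = cells lacking DAX-1 with DMSO; higher inhibition means more luminescence from relief of DAX-1 repression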
hcDAF12 agonist – H. contortus DAF-12 nuclear receptor activators, primary screen, cell-based, luminescence, HEK293, lit1-tk-luc reporter; hit rate 1.4% among 370,000; activation, % at 6.8 µM; HEK293 hcDAF-12 lit1-tk-luc reporter; 0% DMSO, 100% Δ7-dafachronic acid;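 active = activation above the mean of all tested compounds plus 3 SD, cut at about 5.5% in these data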;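 also: 100% = response to 3 µM Δ7-dafachronic acid high control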
SMARCA2 activ – SMARCA2 (BRM) function activators, primary screen, cell-based, luminescence, high throughput; MG213 cells, MMTV-luciferase reporter, dexamethasone, overnight; activation, % at 9.1 µM; hit rate 1% among 370,000; AID 652017, 2013; in the data active = activation above about 7.8%;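 also: 0% = vehicle wells and 100% = reference activator wells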
proKLK7 act – proKLK7 zymogen activators, primary screen, biochemical, fluorescence intensity | Kallikrein-7 (Homo sapiens), P49862 | purified proKLK7, EDANS-DABCYL substrate fluorescence; 100% is mature enzyme control, 0% vehicle | activation, % at 7 µM | hit rate 0.9% among 370,000 | AID 652039, 2013;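 active = activation above the mean of all tested compounds plus 3 SD, computed per campaign excluding outliers beyond control limits, cut at about 13% in these data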
Target sequence (P49862 whole entry, looked up): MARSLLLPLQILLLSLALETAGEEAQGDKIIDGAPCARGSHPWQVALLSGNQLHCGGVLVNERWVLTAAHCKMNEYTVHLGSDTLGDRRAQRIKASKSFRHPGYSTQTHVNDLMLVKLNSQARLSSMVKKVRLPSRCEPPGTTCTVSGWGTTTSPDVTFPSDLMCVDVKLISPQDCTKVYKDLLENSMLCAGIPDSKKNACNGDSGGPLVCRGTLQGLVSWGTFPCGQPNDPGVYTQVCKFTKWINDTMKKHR
ssDAF12 agonist – S. stercoralis DAF-12 nuclear receptor activators, primary screen, cell-based, luminescence, HEK293, GRIP1 co-expression, lit1-tk-luc. Nuclear hormone receptor DAF-12 (Strongyloides stercoralis). HEK293 ssDAF-12/GRIP1 lit1-tk-luc reporter; % of 3 µM dafachronic acid response. activation, % at 6.8 µM. hit rate 1% among 370,000;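 active = activation above the mean over all tested compounds plus 3 SD, cut at about 0.9% in these data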;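 also: 0% = DMSO-only wells and 100% = 3 µM delta7-dafachronic acid wells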
GAA850 FXN act – FXN promoter activators, primary screen, cell-based, luciferase luminescence, HEK293 lucGAA850; HEK293 lucGAA850 FXN promoter luciferase reporter, 24 h; percent of 10 µM SAHA response; activation, % at 6 µM; hit rate 0.56% among 360,000; AID 540364, 2011;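 active = activation above the average of all compounds screened plus 3 SD, cutoff fixed separately per campaign, cut at about 7.5% in these data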;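 also: 0% = DMSO wells and 100% = 10 µM SAHA wells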
hgDAF12 agonist – H. glycines DAF-12 receptor agonists, primary screen, cell-based, luminescence, HEK293, GAL4 fusion, UAS-luciferase; hit rate 1.8% among 370,000; Nuclear hormone receptor DAF-12 (Heterodera glycines), GAL4 fusion; activation, % at 6.8 µM; HEK293 GAL4-hgDAF12 UAS-luciferase reporter, agonist luminescence; normalized to butyrate control;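 active = activation above a cutoff set at the mean of all screened compounds plus 3 SD, cut at about 10% in these data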;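 also: 0% = DMSO wells and 100% = sodium butyrate wells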
* hit, by the source's call; · = not tested or not shown.

Second line of a record: DAX1 inh-1	HGIII-sPLA2 inh	NPR1 activator	GC-B act	DAX1 inh-2	hcDAF12 agonist	SMARCA2 activ	proKLK7 act	ssDAF12 agonist	GAA850 FXN act	hgDAF12 agonist
> O=C(Cn1nc(CNc2ccc(Cl)cc2)[n+]2c1CCCCC2)c1ccccc1
  -0.1	-41.7	7.8	3.8	-0.2	-0.3	-3.4	-0.7	-1.3	-0.1	0.3
> COC(=O)c1ccc(NC(=O)CN2C(=O)NC3(CCC(C)CC3)C2=O)cc1 (stereo unspecified)
  -0.9	3.1	2.3	-1.1	-1.8	1.0	4.1	0.1	-1.1	-0.8	0.5
> O=C(NCc1ccccc1)N1CCN(c2ccccc2F)CC1
  0.4	-0.2	-0.7	2.8	-0.9	-1.2	0.3	0.0	-0.9	-0.6	0.9
> N#CCN1C(=S)N=C(Nc2cccc(Cl)c2)C12CCCCC2
  0.2	8.6	1.1	1.6	-0.3	0.6	0.7	0.1	-0.7	2.4	0.6
> COc1ccc(-c2cc(C(=O)N3CCCCCC3)c3ccccc3n2)cc1
  -0.8	-3.1	0.1	-0.6	-0.2	-1.2	3.2	1.6	-0.3	1.4	-1.3
> COc1cc(NC(=O)COC(=O)Cc2ccsc2)cc(OC)c1
  0.4	-4.0	-3.7	-1.3	-0.2	0.4	0.4	0.3	-0.1	-2.9	1.7
> CCN(CCNC(=O)C1CCN(S(=O)(=O)c2cccc3cccnc23)CC1)c1ccccc1
  0.0	-1.8	-0.8	-4.5	-1.3	2.7	-0.8	0.7	-0.7	-1.2	2.2
> CC1=C(C(=O)N(C(C)C)C(C)C)CC(CC(=O)NC2CCCC2)C(=O)N1CCC1=CCCCC1 (stereo unspecified)
  ·	4.7	0.1	3.6	-0.5	-0.8	0.9	-0.4	-1.3	·	0.7
> COC(=O)c1cccc2c1-c1ccccc1/C2=N/O
  0.2	-31.4	-2.9	-7.3	-0.4	-1.4	-0.9	0.8	-1.7	-5.0	7.7
> O=C(c1ccc(F)cc1)C1CCN(Cc2ccccc2)CC1
  1.7	-5.4	-1.6	-0.3	-0.4	-1.0	1.7	-0.5	-1.2	2.1	2.3
> CCC1C(=O)NCCN1C(=O)c1ccc(OC)c(OC2CCN(C(C)=O)CC2)c1 (stereo unspecified)
  2.0	10.8	0.8	2.4	-1.5	-0.2	-3.5	-0.1	-0.7	-0.7	2.5
> Cc1ccc(C(=O)Nc2cccc(NC(=O)c3ccc(C)c([N+](=O)[O-])c3)n2)cc1[N+](=O)[O-]
  0.6	16.5	8.5	1.1	0.6	-2.1	-2.1	-0.3	-1.1	-1.1	4.9
> COC(=O)C1=C(C)N(Cc2cccc(C(F)(F)F)c2)C(=NCc2ccccc2C(F)(F)F)NC1c1cccc(C(F)(F)F)c1 (stereo unspecified)
  ·	-11.0	-7.8	2.4	0.0	-1.9	-6.7	0.1	0.0	·	0.9
> NC(=O)c1ccc(NC(=O)COC(=O)c2c[nH]c3ccccc23)cc1
  0.1	-1.3	1.7	1.1	0.2	2.0	-2.7	0.0	0.0	1.2	-1.4
> COC1CCN(C(=O)C2CCC(=O)N(C3CCCCCC3)C2)CC1 (stereo unspecified)
  0.6	-0.6	1.4	-1.5	0.7	6.3*	6.0	-0.4	0.0	2.0	5.0
> CCC1C(C#N)=C(SC)NC2=C1C(=O)CC(C)(C)C2 (stereo unspecified)
  -0.2	-6.0	2.0	1.1	0.4	-1.3	-2.8	0.8	-1.2	-2.0	0.2
> O=C(CN1C(=O)C2C3CC(C(Br)C3Br)C2C1=O)N1CCOCC1 (stereo unspecified)
  -0.1	-4.5	-0.9	-1.0	-0.3	-1.9	-0.9	-0.2	-0.8	2.1	1.2
> CC1CCCCN1CCn1c(=S)[nH]c2ncccc2c1=O (stereo unspecified)
  0.4	-1.1	3.9	-0.7	0.1	-0.4	-0.6	-0.6	-1.2	-0.6	-3.1
> COc1ccccc1CNS(=O)(=O)c1ccc(N2CCCC2)cc1Br
  -0.9	-0.6	-6.4	-4.3	-1.2	-1.0	-4.6	0.6	-1.4	0.9	-4.3
> COc1ccccc1/C=C/C=N/n1c(-c2ccccc2)n[nH]c1=S
  0.1	6.9	-2.1	-6.7	-0.3	0.0	-1.7	-0.2	-1.5	1.4	0.9
> COc1ccc(N2C3=[N+](CCCC3)CC2(C)O)cc1 (stereo unspecified)
  0.6	7.3	5.3	7.4	-1.1	-2.1	-2.5	-0.2	-1.5	1.8	-2.4
> CCn1c(SCC(=O)N2CCCCC2)nnc1-c1ccc(S(=O)(=O)N2CCN(C)CC2)cc1
  0.7	-4.3	2.4	4.8	0.7	-0.7	0.0	0.1	-1.2	0.8	1.3
> Cc1ccc(-c2c(C#N)c(N)n(-c3ccccc3)c(=O)c2C#N)cc1
  -0.4	-2.1	1.6	-5.0	-0.1	-0.6	2.5	0.1	-1.1	0.4	-1.2
> CC1=NN(c2ccccc2)C(=O)/C1=C\C=C\c1ccccc1
  ·	7.4	-1.1	-7.3	-0.5	2.0	1.8	0.2	-0.3	8.6*	0.3
> CCOc1ccc(OCc2ccc(C(=O)NN)o2)cc1
  -0.3	-11.1	3.0	-9.2	0.2	1.8	1.6	0.3	-1.1	3.3	10.2
> CC1=C(C(=O)N2CCOCC2)CC(CC(=O)NCCN2CCOCC2)C(=O)N1Cc1ccc(C(C)(C)C)cc1 (stereo unspecified)
  0.5	-4.0	5.1	3.5	-0.6	1.4	1.5	0.0	-1.0	-1.3	-2.5
> O=C(c1cccc(S(=O)(=O)N2CCCCC2)c1)N1CCOCC1
  1.3	-2.0	-7.0	-7.4	0.8	-0.6	0.0	0.1	-1.3	-1.5	-0.2
> Cc1nnc(SCc2ccccc2)[nH]c1=O
  2.9	2.6	-4.5	-6.2	0.2	0.3	0.1	-0.3	-0.8	1.7	-1.3
> COC(=O)C1=C(N)Oc2cc(C)n(Cc3cccnc3)c(=O)c2C1c1cccc(OC)c1OC (stereo unspecified)
  1.4	8.9	-15.7	-14.3	0.0	-0.3	-1.8	-0.5	-0.5	0.4	-1.4
> COC(=O)[C@]12C[C@H](CC(=O)N3CCC(c4ccccc4)CC3)C(=O)N(Cc3ccco3)C1=C[C@H](COCc1ccccc1)O[C@@H]2C
  ·	1.8	-4.8	5.9	-1.0	-3.5	2.9	0.5	-1.5	·	-0.5

Individual results from above:
COc1cc(NC(=O)COC(=O)Cc2ccsc2)cc(OC)c1 in ssDAF12 agonist: -0.1
N#CCN1C(=S)N=C(Nc2cccc(Cl)c2)C12CCCCC2 in hgDAF12 agonist: 0.6

Entries of single compounds from above. Values in the order: DAX1 inh-1 | HGIII-sPLA2 inh | NPR1 activator | GC-B act | DAX1 inh-2 | hcDAF12 agonist | SMARCA2 activ | proKLK7 act | ssDAF12 agonist | GAA850 FXN act | hgDAF12 agonist
Shown for `COc1ccc(N2C3=[N+](CCCC3)CC2(C)O)cc1` (stereo unspecified) : 0.6 | 7.3 | 5.3 | 7.4 | -1.1 | -2.1 | -2.5 | -0.2 | -1.5 | 1.8 | -2.4
Shown for `COC(=O)C1=C(C)N(Cc2cccc(C(F)(F)F)c2)C(=NCc2ccccc2C(F)(F)F)NC1c1cccc(C(F)(F)F)c1` (stereo unspecified) : · | -11.0 | -7.8 | 2.4 | 0.0 | -1.9 | -6.7 | 0.1 | 0.0 | · | 0.9

Next entries follow.
Second line of a record: DAX1 inh-1	HGIII-sPLA2 inh	NPR1 activator	GC-B act	DAX1 inh-2	hcDAF12 agonist	SMARCA2 activ	proKLK7 act	ssDAF12 agonist	GAA850 FXN act	hgDAF12 agonist
> O=C(O)C1=C[C@@H](c2ccc(F)cc2)C[C@@H](OCCCCO)O1
  1.5	6.7	-0.1	-0.8	1.1	0.3	-0.3	0.3	-1.1	1.6	2.4
> CC(C)c1ccc(N(C(=O)CNC(=O)c2ccco2)C(C(=O)NC2CCCC2)c2cccnc2)cc1 (stereo unspecified)
  0.1	-4.4	-0.6	2.6	0.2	-1.0	0.4	-0.2	-0.5	-0.5	3.5
> CCOC(=O)C1Cn2c(nc3c(c2=O)C2(CCCC2)Cc2ccccc2-3)S1 (stereo unspecified)
  -0.2	4.0	0.7	-11.0	0.6	0.0	-0.3	0.2	-0.9	0.5	-2.0
> CCCCn1nnnc1NCc1ccc(C)cc1
  1.2	6.3	0.8	0.8	0.7	-0.5	2.4	-0.2	-0.5	2.9	0.2
> CCCC(=O)Nc1ccc(NCc2ccc(C)s2)cc1
  1.1	-0.6	2.5	-1.5	0.0	-0.4	0.4	-0.8	0.2	2.9	2.0
> C=CCNCC(=O)Nc1ccccc1SCC(=O)Nc1ccsc1C(=O)OC
  -0.3	-5.7	-3.3	-4.6	-0.2	-1.0	1.4	-0.3	-0.9	3.1	2.5
> COc1ccccc1Nc1nc(NCCCCO)nc(N2CCCC2)n1
  -1.6	-46.7	-2.2	-6.5	-1.5	-3.3	-2.3	-0.2	-2.1	2.4	-5.5
> COc1cc(C(c2c(C)[nH][nH]c2=O)c2c(C)[nH][nH]c2=O)cc([N+](=O)[O-])c1O
  -0.4	3.8	-3.9	0.6	1.1	1.9	-5.2	-0.3	-1.3	1.3	-6.5
> O=S(=O)(Nc1nccs1)c1ccc(NS(=O)(=O)c2c(F)cc(F)c(Cl)c2F)cc1
  0.3	-25.4	2.1	0.3	0.8	0.2	0.5	0.0	-0.3	1.0	1.2
> Cc1ccc(NC(=O)CSc2ccc(-c3ccc(-n4cccn4)cc3)nn2)c(C)c1
  0.3	1.8	-9.3	-7.7	-0.6	-1.5	-1.9	-0.5	-1.1	0.2	4.0
> O=C(Nc1ccc(F)cc1)OCCOc1ccc(Br)cc1
  -0.8	2.2	1.0	-4.0	0.2	-2.8	-1.8	-0.5	-1.3	1.6	0.0
> COc1ccc(N(C(=O)COc2ccccc2)C2C=CS(=O)(=O)C2)cc1 (stereo unspecified)
  -0.3	11.8	-0.2	-10.5	0.3	-2.6	-1.8	0.2	-1.5	-0.3	-0.9
> COc1ccccc1N(CC(=O)N1CCc2ccccc2C1)S(C)(=O)=O
  -0.1	0.1	-7.4	3.3	0.2	-2.1	-3.5	0.3	-0.8	0.2	-2.9
> COc1ccc(N=c2oc3cc(O)ccc3cc2C(=O)Nc2ccccn2)cc1OC
  3.1	-3.6	11.1	-4.7	0.1	-0.5	7.7	-0.1	-0.4	2.0	1.9
